Compound activity deposited in PubChem BioAssay by several laboratories.
RmlCD inh 1536: inhibitors of Mycobacterium tuberculosis RmlC and RmlD coupled enzymes | AID 1533 | P9WH09+P9WH11 | inhibition, % at 3.6 µM | RmlC+RmlD coupled enzyme assay, percent inhibition; primary screen in compound mixtures | hit rate 0.03% among 160,000; in the data active = inhibition mostly above about 34%, no sharp cut-off; inconclusive = no clear call, values can overlap the other calls; inactive = mostly below about 22%; also: some results filed as inactive read as strong as hits
Target sequence (P9WH09 whole entry, looked up): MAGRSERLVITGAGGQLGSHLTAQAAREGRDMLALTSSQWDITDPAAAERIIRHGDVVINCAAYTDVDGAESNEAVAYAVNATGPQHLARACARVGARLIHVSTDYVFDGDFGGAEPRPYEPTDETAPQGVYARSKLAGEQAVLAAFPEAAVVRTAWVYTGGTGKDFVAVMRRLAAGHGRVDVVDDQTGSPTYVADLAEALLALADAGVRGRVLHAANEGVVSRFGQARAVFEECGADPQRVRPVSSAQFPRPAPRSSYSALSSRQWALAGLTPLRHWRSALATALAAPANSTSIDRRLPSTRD
Target sequence (P9WH11 whole entry, looked up): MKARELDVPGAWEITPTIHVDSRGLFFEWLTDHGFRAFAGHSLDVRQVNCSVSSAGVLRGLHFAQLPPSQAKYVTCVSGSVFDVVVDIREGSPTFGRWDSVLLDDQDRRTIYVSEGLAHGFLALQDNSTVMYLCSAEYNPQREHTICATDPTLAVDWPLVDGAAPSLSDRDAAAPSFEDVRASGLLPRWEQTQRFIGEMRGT
GlmU inhibition: inhibition of mycobacterial GlmU enzyme – biochemical, glucosamine-1-phosphate acetyltransferase (AID 1376). M. tuberculosis GlmU acetyltransferase enzyme assay; higher % means a stronger effect. inhibition, %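 (tested at 30 µM in the primary screen)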; hits with a dose series show IC50 in µM. hit rate 0.25% among 220,000; in the data active = inhibition above about 13%; inconclusive = no clear call, values can overlap the other calls;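 also: 0% = complete reaction with vehicle and 100% = reaction without substrate; strong numbers were not always called active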
Starred values were filed as active, the others as inactive; ? = inconclusive; nt = no result given. These rows are one share of the data. The share of hits here may be higher or lower than overall.

SMILES	RmlCD inh 1536	GlmU inhibition
Cc1nnc(SCC(=O)Nc2ccc3c(c2)OCCO3)s1	3	5.6%
Cc1ccc2cc(CCNC(=O)c3ccco3)c(=O)[nH]c2c1	9	1.3%
CCOC(=O)/C(=C/c1cn(C)c2ccccc12)NC(=O)c1ccccc1	11	-6.0%
CC/C(=C\c1oc2cc3ccccc3cc2[n+]1CC)Nc1ccccc1	nt	-3.4%
COc1cc(C(C)=O)ccc1COc1ccc(C(=O)OC(C)C(=O)NC(N)=O)cc1OC (centres undefined)	20	-5.2%
COC(=O)c1sc(NC(=O)COc2ccc(OC)cc2)nc1C	nt	2.6%
Cn1c(=O)c2c(nc(CN3CCCCC3)n2CCCc2ccccc2)n(C)c1=O	nt	-4.5%
CCOc1ccccc1CNC(=O)c1c([N+](=O)[O-])c(C)nn1C	7	2.8%
CC(C)Oc1cccc(C(=O)Nc2ccc(N3CCN(S(C)(=O)=O)CC3)cc2)c1	nt	-4.3%
COc1ccccc1C(=O)Nc1cccc(-c2cn3ccsc3n2)c1	nt	-1.3%
COc1ccccc1OCc1nnc(SCCN2CCOCC2)o1	nt	3.3%
O=C(/C=C/c1ccccc1)Nc1nnc(-c2ccco2)o1	-11	2.4%
O=C(CSc1nnc(COc2ccccc2Cl)o1)NC(=O)NC1CCCC1	nt	-1.9%
CN(Cc1ccccc1)C(=O)CSc1nnc(-c2ccco2)n1-c1ccccc1	nt	3.9%
Cn1c(O)c(C(=N)COc2ccccc2)c(=O)n(C)c1=O	nt	3.0%

Of the compounds above, four have four or more nitrogen atoms.
SMILES	RmlCD inh 1536	GlmU inhibition
Cn1c(=O)c2c(nc(CN3CCCCC3)n2CCCc2ccccc2)n(C)c1=O	nt	-4.5%
CCOc1ccccc1CNC(=O)c1c([N+](=O)[O-])c(C)nn1C	7	2.8%
O=C(CSc1nnc(COc2ccccc2Cl)o1)NC(=O)NC1CCCC1	nt	-1.9%
CN(Cc1ccccc1)C(=O)CSc1nnc(-c2ccco2)n1-c1ccccc1	nt	3.9%

The listing continues:
SMILES	RmlCD inh 1536	GlmU inhibition
O=C(CSc1ccc(-c2ccccn2)nn1)N1CCc2ccccc21	6	-5.5%
CCOc1cc([N+](=O)[O-])cc(/C=C2/NC(=O)N(Cc3ccccc3F)C2=O)c1O	-10	3.7%
COC(=O)CCc1nc2cc(Cl)ccc2n(Cc2ccccc2)c1=O	0	-1.4%
CC1=C(C(=O)OCc2ccccc2)C(c2ccc(N(C)C)cc2)NC(=O)N1 (centres undefined)	nt	-4.2%
Cc1ccc(/C=N/Nc2nc(N3CCCCC3)nc(N3CCCCC3)n2)o1	3	2.4%
Cc1ccc(S(=O)(=O)N(C)C)cc1NC(=O)C(C)Sc1ccccc1 (centres undefined)	-12	6.1%
C[N+]1(CC(=O)OCCCc2ccccc2)CCCC1	7	-1.3%
CN(C)/C=N/c1c(C#N)cnn1-c1ccc(C(F)(F)F)cn1	13	3.3%
Cn1c(-c2ccc3ccccc3n2)[n+](C)c2ccccc21	3	-1.6%
Cc1nnc(SCC(=O)N2c3ccccc3CC2C)s1 (centres undefined)	nt	-0.7%
Cc1cc(-c2nnnn2-c2cc(Cl)cc(Cl)c2)no1	8	2.9%
Cc1onc(-c2ccccc2)c1-c1ccnn1S(=O)(=O)c1ccc(Cl)cc1	2	-4.6%
O=C(/C=C/c1ccco1)NC(=S)Nc1ccccn1	-4	-18%
COCCn1c(SCC(=O)Nc2cc(C(C)(C)C)nn2-c2ccccc2)nc2ccccc2c1=O	1	2.2%
N#CC1C=Cc2ccccc2N1C(=O)c1ccccc1 (centres undefined)	13	2.3%
Cc1sc2nc(CN3CCCC3)nc(NCc3ccncc3)c2c1C	-5	-0.1%
CC(=O)c1ccc(NC(=O)Nc2cccc(Cl)c2)cc1	nt	-0.8%
Cc1c(CCOC(=O)C23CC4CC(CC(C4)C2)C3)sc[n+]1CC#N	0	0.2%
Cc1onc(-c2c(Cl)cccc2Cl)c1NC(=O)NNc1c(Cl)cncc1Cl	2	4.5%
O=c1cc(Nc2ccc3c(c2)OCCO3)[nH]c(=O)n1-c1ccc(Br)cc1	nt	-3.3%
COc1cc(C(C#N)N2N=C(c3ccccc3)CC2c2ccccc2)ccc1O (centres undefined)	nt	1.0%
CN(C)CCNC(=S)Nc1ccc(F)c(F)c1F	15	-9.8%
COC(=O)C1C(O)=C(C=Nc2ccccc2)C(=O)CC1(C)C (centres undefined)	nt	2.0%
O=C(NCc1cccs1)C1CCCN1S(=O)(=O)c1ccccc1F (centres undefined)	?	-1.8%
Cc1cc(C)cc(C(=O)OCC(=O)NCc2cccs2)c1	6	-3.1%
O=c1cc(-c2ccc([N+](=O)[O-])cc2)nc2cc(-c3ccc(F)cc3)[nH]n12	10	5.5%
CCOc1ccccc1N(C(=O)c1ccccc1Cl)C1=NC(C)(C)CS1	-11	5.4%
Cn1nc(C(=O)N2CCc3ccccc3C2)c2ccccc2c1=O	-8	-0.7%
CCOC(=O)CSc1nc2c(sc(=S)n2-c2ccccc2OC)c(=O)n1Cc1ccco1	8	-1.2%
O=C(c1ccc2c(c1)OCO2)N1CCCN(C(=O)c2ccc3c(c2)OCO3)CC1	nt	2.8%

Compound profiles, as listed above.
O=C(c1ccc2c(c1)OCO2)N1CCCN(C(=O)c2ccc3c(c2)OCO3)CC1 reads RmlCD inh 1536 = nt; GlmU inhibition = 2.8%
Cc1sc2nc(CN3CCCC3)nc(NCc3ccncc3)c2c1C reads RmlCD inh 1536 = -5; GlmU inhibition = -0.1%

Remaining list, next part:
SMILES	RmlCD inh 1536	GlmU inhibition
O=C(CN(c1ccccc1)S(=O)(=O)c1ccccc1)N/N=C/c1ccco1	-15	1.6%
COc1ccc(C2CC(=O)c3sc(N)nc3C2)cc1 (centres undefined)	nt	-3.4%
CCc1ccc2[nH]c(=O)c(CN(CCN(C)C)C(=S)NCc3ccco3)cc2c1	-7	3.8%
O=C(NCc1ccco1)C1Cc2ccccc2CN1C(=O)c1ccco1 (centres undefined)	-13	-3.1%
NC(N)=N/N=C/c1ccc(OS(=O)(=O)c2ccccc2)cc1	73	-10%
O=C(O)CCCN1C(=O)c2ccc(C(=O)c3cccc([N+](=O)[O-])c3)cc2C1=O	-51	2.6%
C#CCSc1nc(N)c2c(n1)OC(N)=C(C#N)C2c1cccnc1 (centres undefined)	8	-2.9%
CCCN1CCN(c2nc3c([nH]2)c(=N)ncn3CC(O)CO)CC1 (centres undefined)	nt	-0.7%
Cc1nn(-c2ccccc2)c(N)c1N=Nc1ccc(Cl)cc1	?	2.8%
CCOC(=O)c1c(CN2CCCCC2)n(C)c2ccc(OC)c(S(=O)(=O)c3ccccc3)c12	6	-5.9%
COC(=O)CC1(C(=O)OC)Oc2ccc(Br)cc2C(=O)N1c1cccc(Cl)c1Cl (centres undefined)	-9	0.7%
CCCn1c(=N)c(S(=O)(=O)c2ccccc2)cc2c(=O)n3ccccc3nc21	-8	nt
CCOC(=O)c1cnn(-c2ccc(F)cc2)c1N	nt	2.6%
CCOCCCNS(=O)(=O)c1ccc(NC(=O)C2CC(=O)N(c3ccc(C)cc3)C2)cc1 (centres undefined)	-10	2.6%
Clc1cccc(Cl)c1COc1ccccc1CNn1cnnc1	6	0.3%
O=C(NCc1nc2ccccc2[nH]1)C1=C[C@@H](c2ccc(C(F)(F)F)cc2)C[C@@H](OCCCCO)O1	nt	-1.4%
CCCn1nnnc1SCC(=O)N(C(C)C)C(C)C	nt	-5.3%
O=C1c2ccccc2C(=O)N1Cc1nc2ccccc2c(=O)n1CCCn1ccnc1	-3	8.1%
CC(=O)NC(Cc1ccc(C(C)C)cc1)C(=O)NC1CCN(c2nc(C)cc(C)n2)CC1 (centres undefined)	nt	-0.2%
COC(=O)c1cc(NC(=S)NCc2ccc(Cl)cc2)cc(C(=O)OC)c1	-7	-1.4%
CC(=O)Nc1nc2ccccc2n1Cc1ccccc1Cl	nt	2.3%
Cc1ccc(S(=O)(=O)N2CCN(C(=O)CSc3nc(N)cc(=O)[nH]3)CC2)c(C)c1	-10	-6.2%
COc1ccc(Nc2nc(C(F)(F)F)nc(C)c2C#N)cc1	3	-3.1%
CCn1c(SCC(=O)N2CCN(c3ccccc3)CC2)nc2c(c1=O)SC(C)C2 (centres undefined)	3	1.2%
C=CCSc1nc2ccccc2c(=O)n1C1CCOC(C)(C)C1 (centres undefined)	26	-1.6%
COc1cccc(CN2C(=O)[C@@H]3Cc4c([nH]c5ccccc45)C(C)(C)N3C2=O)c1	nt	-2.5%
COc1ccc2[nH]cc(CCNC(=O)C3CCCNC3=O)c2c1 (centres undefined)	-5	2.7%
Cc1cc(C(=O)CCl)c(C)n1Cc1ccco1	nt	-1.6%
CCn1c(=O)c2cc(S(=O)(=O)NCc3ccccc3)ccc2n(CC)c1=O	1	-4.4%
CCOC(=O)c1cccc(NC(=O)CCNS(=O)(=O)c2ccc3c(c2)CCN3C(=O)CC)c1	-7	1.1%
Clc1ccc(N=c2ssnc2Cl)nc1	-13	7.5%
COc1cc(C(=O)Nc2nc(-c3ccc(F)cc3)cs2)ccc1OCC(=O)N1CCOCC1	3	3.0%
CCOc1cc2[nH]c(=S)n(Cc3ccc(C)o3)c(=O)c2cc1OCC	-7	-2.8%
CNC(=O)NC(=O)CSc1ncc(C(F)(F)F)cc1Cl	-12	-2.8%
CCCOc1ccc(CSc2ncn[nH]2)cc1	17	1.6%
Cc1nnc(N2C(=O)C(O)=C(C(=O)c3ccco3)C2c2ccc(F)cc2)s1 (centres undefined)	8	1.0%
O=c1[nH]c(=O)n(C2CCCCCC2)c(O)c1C=NCc1cccnc1	7	1.8%
CC(=O)N1CCC[C@H]1C(=O)O	42	-5.2%
Cc1cc(C(=O)CSc2nc3ccccc3o2)c(C)n1C1CC1	nt	1.7%
Cn1c(=O)c([N+](=O)[O-])c(NC2CCS(=O)(=O)C2)c2ccccc21 (centres undefined)	-9	-3.9%
O=C(O)CSc1nc2sc3c(c2c(=O)n1-c1ccccc1)CCC3	?	-4.4%
O=C(/C(=C/c1ccccc1)n1cncn1)c1ccc(Cl)cc1Cl	nt	-1.7%
Cc1ccc(C(C(=O)NC2CCCC2)N(C(=O)CNC(=O)c2cccs2)c2cccnc2)o1 (centres undefined)	nt	5.8%
CCN1C(=O)/C(=C/c2ccc(N3CCCC3)cc2)NC1=S	-5	-0.3%
CCOC(=O)c1c(C)sc2c1N(C(=O)CN(CC)CC)c1ccccc1S2	nt	-7.2%

Brought forward from above: 4 compounds, then new ones.
SMILES	RmlCD inh 1536	GlmU inhibition
O=C(/C(=C/c1ccccc1)n1cncn1)c1ccc(Cl)cc1Cl	nt	-1.7%
Cc1ccc(C(C(=O)NC2CCCC2)N(C(=O)CNC(=O)c2cccs2)c2cccnc2)o1 (centres undefined)	nt	5.8%
CCN1C(=O)/C(=C/c2ccc(N3CCCC3)cc2)NC1=S	-5	-0.3%
CCOC(=O)c1c(C)sc2c1N(C(=O)CN(CC)CC)c1ccccc1S2	nt	-7.2%
O=C(CSc1nnc(Cc2ccccc2)o1)NCc1ccco1	1	2.5%
CC(=O)Nc1ccc(-c2csc(NCc3ccccc3)n2)cc1	nt	3.0%
CN(Cc1cn(-c2ccccc2)nc1-c1ccc(F)cc1)C(=O)CCC(=O)O	-8	2.6%
Cc1cc(C)n(C(=O)CN2C(=O)COc3ccccc32)n1	nt	3.8%
O=C(Nc1ccc(-c2cn3ccsc3n2)cc1)C1CCCC1	-7	-0.1%
CC1CCN(S(=O)(=O)c2cccc(C(=O)N(Cc3ccccc3)c3ccccn3)c2)CC1	nt	0.7%
Cc1nn2c(N3CCN(C4CCCC4)CC3)cc(C(C)(C)C)nc2c1-c1ccccc1	5	-1.1%
CN(C(=O)COc1ccc(Br)cc1Cl)C1CCCCC1	-8	-6.8%
COc1ccc(S(=O)(=O)CCC(=O)NCCc2ccc(Cl)cc2)cc1	-1	1.7%
O=C(Nc1ncc(Cc2cccc(Cl)c2)s1)c1cccs1	nt	1.0%
N=c1nc(-c2ccccc2)ccn1O	5	1.4%
O=C(NCc1ccc2c(c1)OCO2)C1CC(c2ccc(Cl)c(Cl)c2)=NO1 (centres undefined)	-6	-3.0%
Cc1ccccc1Nc1c([N+](=O)[O-])ccc2c1=NC1(CCCCC1)N=2	nt	-2.6%
C#CCOCCOCCOCCNc1nc(N2CCN(C(=O)Cn3cc(CCO)nn3)CC2)nc(N2CCN(C(=O)[C@H]([C@@H](C)O)n3cc(CCCCN)nn3)CC2)n1	nt	-3.2%
Cc1cc(C)nc(-n2ncc3c2CCCC3=O)n1	-7	3.2%
Cc1nnc(SCC(=O)NC2CCCCC2)s1	-4	0.2%
O=C(Nc1cnn(Cc2ccc(F)cc2)c1)c1cnn2c(C(F)F)cc(-c3ccccc3)nc12	8	3.1%
O=C(NCCN1CCOCC1)C1CC(=O)N(c2ccc(F)c(Cl)c2)C1 (centres undefined)	nt	-5.2%
COc1ccc(-c2c(C(F)(F)F)nn(C)c2NC(=O)c2ccco2)cc1	8	0.8%
O=C(COC(=O)c1ccc[nH]c1=O)NC1CCCCCCC1	-14	0.1%
COc1ccc(/C=C2\N=C3CCCCCN3C2=O)cc1	7	-3.7%
C/C(=N\NC(=O)CNc1cccc2ccccc12)c1ccccc1	nt	-1.8%
CCCc1nnc(NC(=O)Cn2cnc3ccccc3c2=O)s1	8	-0.8%
Nc1ncc2c(n1)CC(c1ccco1)CC2=O (centres undefined)	0	-5.6%
Cc1ccc(C(c2nnnn2C(C)(C)C)N2CCN(C3CCCC3)CC2)cc1 (centres undefined)	8	-1.2%
CCOc1ccc(N2Cc3ccccc3C2)cc1	nt	-1.4%
O=Cc1cn(CC(=O)N2CCc3ccccc32)c2ccccc12	-8	5.1%
COC(=O)/C(=N/Nc1ccccc1)N1CCCc2ccccc21	9	0.3%
CC(C)C(=O)Nc1ccc(N2CCN(C)CC2)c(F)c1	95	-2.8%
